Compound activity deposited in PubChem by several laboratories.
Mtb FBA inh = inhibits M. tuberculosis FBA enzyme; P9WQA3; purified M. tuberculosis FBA, fluorescence read-out; hit rate 2.3% among 360,000; inhibition, % at 1 µM; in the data active = inhibition above about 27%;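 also: 0% = vehicle and 100% = reference inhibitor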
Target sequence (P9WQA3 whole entry, looked up): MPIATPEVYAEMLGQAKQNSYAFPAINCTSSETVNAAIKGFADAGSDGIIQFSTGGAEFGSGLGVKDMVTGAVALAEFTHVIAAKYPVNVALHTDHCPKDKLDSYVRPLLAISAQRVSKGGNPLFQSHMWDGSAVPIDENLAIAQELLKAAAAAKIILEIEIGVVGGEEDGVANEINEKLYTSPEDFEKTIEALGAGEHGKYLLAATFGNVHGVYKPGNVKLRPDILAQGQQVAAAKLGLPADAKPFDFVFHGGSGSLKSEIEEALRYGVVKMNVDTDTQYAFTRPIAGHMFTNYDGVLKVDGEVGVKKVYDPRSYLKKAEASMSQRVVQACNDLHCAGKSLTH
Anthrax LF prot = inhibitors of Bacillus anthracis lethal factor protease | multiplex microsphere protease cleavage assay, LF | inhibition, % at 10 µM | hit rate 0.12% among 360,000; also: plate controls were buffer without enzyme for full effect and enzyme alone for no effect
GDH-TPI counter = counter-screen for M. tuberculosis FBA inhibitors: GDH-TPI coupled enzymes; AID 588335; inhibition, % at 4.8 µM; hit rate 1.2% among 360,000; GDH-TPI coupled enzyme counterscreen, NADH absorbance; in the data active = inhibition above about 30%;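 also: 0% = DMSO wells and 100% = wells lacking the enzyme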
PfHsp40 yeast = rescue of PfHsp40-mediated yeast toxicity; hit rate 0.68% among 340,000; S. cerevisiae expressing PfHsp40, growth rescue, ATP luminescence; growth rescue, % at 12.5 µM; AID 504582; in the data active = growth rescue above about 28%, passing the limit was not always enough; inconclusive = no clear call, values can overlap the other calls;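 also: yeast W303a lacking pdr1 and pdr3 grown in galactose medium; growth measured after three days at 30 °C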
BoNT-A LC inh2 = blocks Botulinum neurotoxin A light chain protease; multiplex microsphere protease substrate cleavage, flow cytometry; inhibition, % at 10 µM; hit rate 0.17% among 360,000; AID 588499; also: plate controls were buffer without enzyme for full effect and enzyme alone for no effect
BoNT-F LC inh = blocks Botulinum neurotoxin F light chain protease | inhibition, % at 10 µM | hit rate 0.22% among 360,000 | Multiplex microsphere protease cleavage assay, flow cytometry | AID 588497; in the data active = inhibition above about 35%, passing the limit was not always enough; inconclusive = no clear call, values can overlap the other calls; also: plate controls were buffer without enzyme for full effect and enzyme alone for no effect
Mtb BioA inh = inhibitors of Mycobacterium tuberculosis BioA enzyme. purified M. tuberculosis BioA enzyme, plate reader. hit rate 0.096% among 360,000. inhibition, % at 9.99 µM; in the data active = inhibition above about 40%; inconclusive = no clear call, values can overlap the other calls
FadD28 binding = M. tuberculosis FadD28 bisubstrate binding inhibition | inhibition, % at 12.5 µM | hit rate 0.22% among 360,000 | FadD28 bisubstrate probe binding, fluorescence polarization; in the data active = inhibition above about 8.5%, passing the limit was not always enough; inconclusive = no clear call, values can overlap the other calls
Mtb UGM inh = Mtb UDP-galactopyranose mutase inhibition. purified UGM, fluorescence polarization probe displacement. AID 504406. hit rate 0.06% among 320,000. inhibition, % at 10 µM. P9WIQ1; in the data active = inhibition above about 10%, passing the limit was not always enough; inconclusive = no clear call, values can overlap the other calls
Target sequence (P9WIQ1 whole entry, looked up): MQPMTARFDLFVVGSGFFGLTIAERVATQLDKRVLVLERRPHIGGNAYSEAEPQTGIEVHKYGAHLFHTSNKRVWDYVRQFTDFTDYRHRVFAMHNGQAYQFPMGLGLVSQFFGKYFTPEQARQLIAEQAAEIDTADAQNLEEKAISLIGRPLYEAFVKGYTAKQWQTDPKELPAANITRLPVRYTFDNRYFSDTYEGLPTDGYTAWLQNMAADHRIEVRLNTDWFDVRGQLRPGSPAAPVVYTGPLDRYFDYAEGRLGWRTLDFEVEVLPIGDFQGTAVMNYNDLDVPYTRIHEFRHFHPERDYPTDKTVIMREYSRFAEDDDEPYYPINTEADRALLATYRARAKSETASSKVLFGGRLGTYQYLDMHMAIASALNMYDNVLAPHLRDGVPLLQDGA
The depositor's hits bear a star; ? = inconclusive; / = not tested or not shown; + = active, no number. Rule as the data show it, unless noted: active = inhibition above about 30%; inconclusive = no clear call, values can overlap the other calls; inactive = below that.

SMILES	Mtb FBA inh	Anthrax LF prot	GDH-TPI counter	PfHsp40 yeast	BoNT-A LC inh2	BoNT-F LC inh	Mtb BioA inh	FadD28 binding	Mtb UGM inh
CCOc1ccc(OCCNC(=O)c2oc3ccccc3c2COC)cc1	1	/	3	2.4	/	/	0.9	-0.4	-0.4
O=C(c1ccccc1)N1N=C(c2ccc(F)cc2)CC1c1ccc(F)cc1 (configuration not stated)	0	15	11	1.5	1.1	15	-2.4	0.4	/
CN(C)c1ccnc2sc3c(=O)n(-c4ccccc4)cnc3c12	3	-14	12	-0.3	-2.3	-1	1.1	-3.9	-0.5
Cc1sc2nc(COC(=O)c3cccc(OC(F)F)c3)[nH]c(=O)c2c1C	-1	-8	0	0.3	-0.2	-7	-2.5	-2.5	1.7
COc1ccc(CNC(=O)c2c(C)cc(=O)oc2C)cc1	0	-4	9	1.5	-0.3	-3	/	-3.3	-0.7
c1ccc(-c2nc3c(ccc4ccccc43)[nH]2)nc1	16	-6	33*	13	-0.6	-3	/	-9.8	1.5
COc1cccc(S(=O)(=O)NCc2ccc(C(=O)N3CCN(Cc4ccccc4)CC3)cc2)c1	0	1	0	0.3	1.6	5	1.2	-5.6	-0.3
COc1ccc(S(=O)(=O)n2nc(OC(=O)c3c(-c4ccccc4Cl)noc3C)cc2N)cc1	-1	4	0	0.3	-1.1	-14	-3.0	-1.5	0.2
COC(=O)c1cc(S(=O)(=O)NCc2ccc3c(c2)OCO3)cn1C	-1	0	0	-1.3	0.2	-2	0.9	-5.5	-1.8
CCN(CC)c1c(C)nc2ccc(C(=O)N3CCN(C(=O)c4ccco4)CC3)cn12	0	-2	5	/	-0.2	4	1.1	-1.2	/

Brought forward from above: 2 entries, then new ones.
SMILES	Mtb FBA inh	Anthrax LF prot	GDH-TPI counter	PfHsp40 yeast	BoNT-A LC inh2	BoNT-F LC inh	Mtb BioA inh	FadD28 binding	Mtb UGM inh
COC(=O)c1cc(S(=O)(=O)NCc2ccc3c(c2)OCO3)cn1C	-1	0	0	-1.3	0.2	-2	0.9	-5.5	-1.8
CCN(CC)c1c(C)nc2ccc(C(=O)N3CCN(C(=O)c4ccco4)CC3)cn12	0	-2	5	/	-0.2	4	1.1	-1.2	/
Cc1cc(C)c(NC(=O)C2CC(=O)N(C3CCCC3)C2)c(C)c1 (configuration not stated)	-3	-2	-2	-1.6	-0.3	1	-0.7	-4.0	4.9
COc1cc(/C=N/NC(=O)Cn2ccc(C(F)(F)F)n2)cc(OC)c1OC	5	-1	-1	-1.3	-0.6	1	/	-3.2	0.4
O=C(C1=C(O)C(=O)N(CC2CCCO2)C1c1cccnc1)c1ccco1 (configuration not stated)	-1	-1	11	-0.3	0.3	-8	-0.8	-3.2	2.2
CCCc1cc(NCCCO)n2c(nc3ccccc32)c1C#N	+	-1	7	/	0.8	1	3.9	-1.0	0.2
Cc1cc(/C=C2\NC(=S)NC2=O)c(C)n1-c1cccnc1	1	-5	12	-1.1	-2.7	2	1.9	-1.0	0.7
COc1ccc(C(C)=O)cc1CSc1nc2ccccc2c(=O)n1-c1cccc(C)c1	-3	-5	2	0.7	-1.3	-22	-0.5	-0.3	0.9
O=C(COc1ccc(Br)cc1Cl)NC(=O)NC1CCCC1	-1	5	-2	1.7	1.5	0	-1.1	/	1.8
CO/N=C/C1CCN(c2ncc(C(F)(F)F)cc2Cl)C1=O (configuration not stated)	-2	1	-4	-1.1	0.0	1	/	-2.6	-2.4
Cc1c(C#N)c2ccccc2n1CC(=O)N1CCCc2ccccc21	1	-4	-2	0.3	0.5	8	2.1	-1.4	1.4
O=S(=O)(N[C@@H]1C[C@H]2CC[C@@H]1C2)c1cccs1	4	1	-4	2.4	0.7	-9	-0.6	-1.4	0.1
COc1ccc(/C=N/S(=O)(=O)CCc2ccccc2)c(OC)c1	-1	-3	-4	-0.7	-0.6	-8	5.0	-0.7	/
CC(=O)Nc1cc(S(=O)(=O)Nc2ccc(C)cc2)c(C)cc1C	1	2	4	-0.6	-0.5	-5	0.0	-1.5	0.2
Cc1cc(-c2ccccc2)c(C#N)c(N)n1	18	-1	5	1.8	0.2	21	-0.6	-1.0	-0.4
CN(C)c1nc(N)c2ncc(=S)[nH]c2n1	7	0	8	0.1	-1.8	-6	/	0.6	1.9
NC(c1ccccc1)c1ccncc1 (configuration not stated)	-3	7	-20	0.0	-0.4	?	5.0	-5.1	-1.1
Cc1ccc2c(c1)CCO[C@]21O[C@H](CCO)C[C@H](O)[C@H]1O	1	1	5	/	0.0	2	0.3	-1.5	/
COc1cc2c(cc1OC)C(C)N(C(=O)C1=NN(c3cccc(C)c3)C(=O)CC1)CC2 (configuration not stated)	-3	0	1	1.1	1.7	6	0.9	0.1	1.3
CN1CCN(/N=C/c2ccc(N(c3ccccc3)c3ccccc3)cc2)CC1	11	-3	27	4.3	-1.6	-7	-3.1	-0.2	3.2
CCOc1cc(C)cc2oc(=O)c3c(c12)CCCC3	8	-10	1	-0.8	0.6	1	-0.3	/	0.3
CC1(c2nnc(-c3ccncc3)o2)CC(c2cccnc2)=NO1 (configuration not stated)	0	5	6	-1.1	0.7	6	-1.4	0.2	0.0

Part of the list above in order of length of the SMILES, smallest number first:
SMILES	Mtb FBA inh	Anthrax LF prot	GDH-TPI counter	PfHsp40 yeast	BoNT-A LC inh2	BoNT-F LC inh	Mtb BioA inh	FadD28 binding	Mtb UGM inh
NC(c1ccccc1)c1ccncc1 (configuration not stated)	-3	7	-20	0.0	-0.4	?	5.0	-5.1	-1.1
CC1(c2nnc(-c3ccncc3)o2)CC(c2cccnc2)=NO1 (configuration not stated)	0	5	6	-1.1	0.7	6	-1.4	0.2	0.0
Cc1cc(C)c(NC(=O)C2CC(=O)N(C3CCCC3)C2)c(C)c1 (configuration not stated)	-3	-2	-2	-1.6	-0.3	1	-0.7	-4.0	4.9
COc1cccc(S(=O)(=O)NCc2ccc(C(=O)N3CCN(Cc4ccccc4)CC3)cc2)c1	0	1	0	0.3	1.6	5	1.2	-5.6	-0.3

(continued)
SMILES	Mtb FBA inh	Anthrax LF prot	GDH-TPI counter	PfHsp40 yeast	BoNT-A LC inh2	BoNT-F LC inh	Mtb BioA inh	FadD28 binding	Mtb UGM inh
O=C(CC(=O)N/N=C/c1ccc(O)cc1)N/N=C/c1ccc(O)cc1	-1	-1	23	0.8	-1.0	3	0.1	-3.8	1.2
CN(Cc1ccc(F)cc1)C(=O)c1cc(COc2ccc(F)cc2F)on1	1	-6	1	0.3	0.1	1	-0.8	-0.1	-2.4
COc1ccc(CCC(=O)NCC(=O)OCc2ccccc2)cc1	1	5	-1	0.0	-2.3	12	-0.4	-0.7	-1.8
CCCCCOc1ccc(Cl)cc1CN1CCOCC1	1	-6	0	-0.3	0.0	2	/	-3.2	-0.2
COc1ccccc1N1CCN(C(=O)c2cc3c(-c4ccc(Cl)cc4)nn(C)c3s2)CC1	5	-9	11	-1.4	0.0	-11	-1.0	0.7	0.3
COc1ccccc1N1CCN(CCc2c[nH]c3cc4c(cc23)OCO4)CC1	4	4	6	-0.2	0.0	-6	/	0.3	/
COc1ccccc1OCC(=O)Nc1cccc(N(C)S(C)(=O)=O)c1	4	-4	-1	0.4	0.3	-8	-0.1	-0.6	0.8
CC(Nc1nc(N2CCCC2)nc2ccccc12)c1ccccc1 (configuration not stated)	5	-2	5	-0.1	-0.4	9	9.6	-3.3	1.7
COc1cc(C(=O)NCCNC(=O)C2CCCNC2=O)cc(OC)c1OC (configuration not stated)	-4	2	7	-0.1	-2.6	?	/	-2.5	-1.9
CC(=O)N1N=C(c2ccncc2)OC12CCCC2	1	2	-8	-0.5	0.2	3	/	-2.2	2.5

In a second layout: 3 of the compounds above.
| SMILES | Mtb FBA inh | Anthrax LF prot | GDH-TPI counter | PfHsp40 yeast | BoNT-A LC inh2 | BoNT-F LC inh | Mtb BioA inh | FadD28 binding | Mtb UGM inh |
| --- | --- | --- | --- | --- | --- | --- | --- | --- | --- |
| CN(Cc1ccc(F)cc1)C(=O)c1cc(COc2ccc(F)cc2F)on1 | 1 | -6 | 1 | 0.3 | 0.1 | 1 | -0.8 | -0.1 | -2.4 |
| COc1ccc(CCC(=O)NCC(=O)OCc2ccccc2)cc1 | 1 | 5 | -1 | 0.0 | -2.3 | 12 | -0.4 | -0.7 | -1.8 |
| CCCCCOc1ccc(Cl)cc1CN1CCOCC1 | 1 | -6 | 0 | -0.3 | 0.0 | 2 | / | -3.2 | -0.2 |

Other structures.
SMILES	Mtb FBA inh	Anthrax LF prot	GDH-TPI counter	PfHsp40 yeast	BoNT-A LC inh2	BoNT-F LC inh	Mtb BioA inh	FadD28 binding	Mtb UGM inh
COc1ccc(NC(=O)c2cccc3c2C(=O)N(C2CCCCC2)C3)cc1	-2	1	-8	0.5	-0.5	4	-2.2	-3.0	2.0
Cc1cc(C)cc(OCC(=O)N/N=C/c2ccco2)c1	-2	-1	0	0.5	0.6	-2	-0.3	-2.4	-0.8
CCN(CC(=O)NCCc1ccccc1)S(=O)(=O)c1ccc(C)cc1	-1	0	-5	0.2	0.0	-4	/	-2.7	-0.6
O=C(NCc1ccc2c(c1)OCO2)c1c(Cl)cccc1Cl	1	10	-8	1.2	-1.4	12	-3.0	-0.1	-2.1
c1ccc2c(c1)Cc1ccccc1O2	3	-4	-5	-1.0	0.0	2	-0.1	1.3	0.0
CC(C)(C)OC(=O)NCCc1nnc(SCc2ccccc2Cl)o1	-2	0	-5	-1.0	-0.3	0	1.0	-4.3	1.5
COc1ccc(C(=O)c2sc(Nc3ccccc3)nc2N)cc1	0	-1	8	-0.9	-3.7	-6	0.1	-2.2	-3.0
Cc1ccccc1Cn1c(C)c(C(=O)N(C)Cc2ccc(F)cc2)sc1=O	-1	-7	0	/	-0.7	-3	3.0	-0.6	/
CCC1CCCCN1C(=O)c1c[nH]c2ccc(S(=O)(=O)N(C)c3ccc(Cl)cc3)cc2c1=O (configuration not stated)	9	0	4	-1.9	-0.1	0	2.7	-0.9	3.8
N#Cc1ccc(-c2cccnc2)nc1SCC(=O)Nc1sc2c(c1C#N)CCC2	2	-1	17	0.6	0.1	-3	-3.4	-1.2	-2.0
CCN(CC)CCCN(CC(=O)N(C)Cc1ccccc1)C(=O)c1ccc([N+](=O)[O-])cc1	0	3	-6	-1.5	6.3	?	1.6	-1.4	-1.1
CC1CC(C)CN(S(=O)(=O)c2cccc(C(=O)OCCN3CCCC3=O)c2)C1 (configuration not stated)	-1	-1	-10	0.5	0.0	-7	2.5	-4.6	-0.1
Cc1ccc(/C=N/NC(=O)c2ccc(N(C)S(=O)(=O)c3ccccc3)cc2)cc1	-1	2	9	-3.3	-2.0	-4	-1.0	-0.8	-3.0
CCC12CN(C(=O)c3ccc(C)cc3)CC(CC)(CN(C(=O)c3ccc(C)cc3)C1)C2=O	3	0	-2	-0.8	-0.4	-4	/	-2.0	-5.4
Cc1ccc(/C=c2\sc3n(c2=O)CN(c2ccc(Br)cc2)CN=3)o1	-1	8	17	0.3	1.2	-14	-1.7	-6.5	-0.9
CC(=O)c1cccc(NC(=O)CN(c2ccc(F)cc2)S(C)(=O)=O)c1	1	-12	6	-1.1	-0.5	-1	1.8	-0.7	0.4
CC1(C)COC(c2ccc(F)c([N+](=O)[O-])c2)=N1	1	1	-3	-2.1	-0.5	1	/	0.7	-3.0
Cc1c(C(=O)N2CCN(c3ncccn3)CC2)oc2ccc(F)cc12	-3	-4	6	-0.2	0.2	3	2.0	-3.6	1.3
c1c2c(cc3sc(N4CCCCC4)nc13)OCO2	1	-1	9	-2.4	0.1	2	13	-0.8	-2.1
O=C(Nc1ccccc1N1CCCC1)c1ccco1	3	-7	12	0.8	0.0	-20	1.3	1.1	-0.6
O=C(O)CCC(=O)N1CCN(Cc2ccc3c(c2)OCO3)CC1	2	10	14	-0.6	-0.8	0	-2.4	-3.6	0.9
COc1ccc(NC(=O)CN(C)C(=O)/C=C/c2cn(-c3ccccc3)nc2-c2cccs2)cc1	9	0	3	-0.3	0.0	10	/	-3.8	-1.8
Cn1cc(S(=O)(=O)N2CCOCC2)cc1C(=O)NCCc1ccccc1	2	-4	8	-0.9	-0.8	-12	-0.9	-0.5	0.8
COc1ncccc1-c1nnn(-c2ccccc2Br)n1	2	-1	8	0.1	-0.5	-10	-0.8	-1.4	-2.9
